# N370S GC mod = N370S glucocerebrosidase modulation, Gaucher chaperone candidate | P04062 | N370S GC spleen homogenate, 4MU-glucoside fluorescence | Potency, µM (highest dose often 59.4 µM), inactives show top-dose activity change, negative = inhibition, most hits filed as inhibitors | actives 0.092% (n = 330,000);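 further: 0% = full enzyme activity and -100% = no enzyme basal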
# TDP1 inh = inhibitors of human tyrosyl-DNA phosphodiesterase TDP1. Q9NUW8. recombinant TDP1, AlphaScreen DNA substrate cleavage. Potency, µM (titrated, usually from 130 µM), for the others: at the highest dose activity change, negative = inhibition, hits mostly inhibitors. actives 0.28% (n = 350,000). AID 485290; further: nearly all actives have a fitted effect of over 40% in size
# Target sequence (Q9NUW8 whole entry, looked up): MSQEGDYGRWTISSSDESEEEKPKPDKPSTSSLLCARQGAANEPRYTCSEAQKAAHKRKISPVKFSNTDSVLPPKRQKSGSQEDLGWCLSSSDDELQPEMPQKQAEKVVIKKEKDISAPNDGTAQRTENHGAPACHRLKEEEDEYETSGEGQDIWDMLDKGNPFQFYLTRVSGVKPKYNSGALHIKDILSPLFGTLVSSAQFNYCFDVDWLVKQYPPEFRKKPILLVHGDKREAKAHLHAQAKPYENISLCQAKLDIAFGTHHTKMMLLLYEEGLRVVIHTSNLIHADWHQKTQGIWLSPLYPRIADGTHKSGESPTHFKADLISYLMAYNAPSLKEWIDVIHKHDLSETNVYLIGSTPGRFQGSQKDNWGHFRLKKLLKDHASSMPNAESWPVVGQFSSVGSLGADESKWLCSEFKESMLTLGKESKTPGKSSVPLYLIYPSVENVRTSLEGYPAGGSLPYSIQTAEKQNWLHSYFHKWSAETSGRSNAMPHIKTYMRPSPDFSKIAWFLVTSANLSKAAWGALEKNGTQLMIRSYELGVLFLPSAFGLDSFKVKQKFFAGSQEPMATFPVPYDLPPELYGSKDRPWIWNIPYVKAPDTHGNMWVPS
#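 Signal: AlphaScreen proximity between streptavidin donor and anti-FITC acceptor beads on intact substrate. Reaction: Tdp1 1 nM, substrate 15 nM final, 5 min RT after 15 min compound preincubation.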
# FEN1 inhibitor = inhibitors of human flap endonuclease 1. P39748. AID 588795. Potency, µM (highest dose often 114 µM), for the others: at the highest dose activity change, negative = inhibition, actives largely listed as inhibitors. actives 0.35% (n = 390,000). Recombinant FEN1 flap cleavage, fluorescence, 15 min; further: nearly all actives have a fitted effect of over 65% in size
# Target sequence (P39748 whole entry, looked up): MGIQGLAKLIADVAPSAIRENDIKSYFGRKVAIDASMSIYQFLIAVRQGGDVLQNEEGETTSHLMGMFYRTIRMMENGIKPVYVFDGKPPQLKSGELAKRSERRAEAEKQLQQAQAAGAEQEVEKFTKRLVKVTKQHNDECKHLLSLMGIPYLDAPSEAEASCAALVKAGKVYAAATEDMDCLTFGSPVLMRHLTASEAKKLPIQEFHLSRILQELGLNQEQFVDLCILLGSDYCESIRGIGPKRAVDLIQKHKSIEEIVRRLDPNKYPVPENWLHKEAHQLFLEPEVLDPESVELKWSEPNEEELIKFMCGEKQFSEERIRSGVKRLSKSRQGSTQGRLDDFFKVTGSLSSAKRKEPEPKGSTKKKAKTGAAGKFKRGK
#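 Enzyme 10 nM, 15 min RT preincubation with compound; start with substrate 50 nM final; reads at 0 and 15 min; qHTS titration, four-parameter Hill fit.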
# * = called active by the depositor; ? = inconclusive; / = not tested or not shown; [ ] = another dose, or the depositor's remark. The call rests on the fitted dose curve; in most records, active means well fitted curve in the direction sought with a large enough effect; inconclusive means small, poorly fitted or top-dose-only effect, or another doubt; inactive means no such curve, though single readings can be large; an effect the other way counts as inactive or inconclusive. Unless noted, on the % scale 0 is the no-effect control and ±100 the full control effect; potency means the concentration at half of the fitted maximal effect.
1	CCCCn1c(N)c(N(CCOC)C(=O)c2sc3cc(F)ccc3c2Cl)c(=O)[nH]c1=O
2	CCOC(=O)c1cnn(-c2ccccc2)c1-n1cccc1
3	O=C1c2ccccc2C(=O)N1CCCC(=O)N1CCCc2ccccc21
4	CCn1c(=O)c2cc(C(=O)NC3CCCCCC3)sc2c2ccccc21
5	CCC(=O)N1N=C(c2ccc(Cl)cc2)CC1c1ccco1 (stereo not given)
6	O=C(CSc1ncn[nH]1)Nc1ccc([N+](=O)[O-])cc1Br
7	COc1ccc(/C=C/C(=O)O)cc1Cl
8	CCOc1ccc(C(=O)CCC(=O)NN2C(=O)NC3(CCCCC3)C2=O)cc1
assay / compound	1	2	3	4	5	6	7	8
TDP1 inh	0%	2%	4%	5%	0%	-2%	3%	1%
N370S GC mod	0%	1%	9%	/	15%	5%	2%	/
FEN1 inhibitor	-5%	-6%	-3%	-20%	-13%	-3%	-6%	2%

9	CCn1nnnc1SCC(=O)Nc1nc2ccccc2s1
10	Cc1ccc(C)c(NC(=O)C(CC(=O)O)Cc2ccccc2)c1 (stereo not given)
11	O=C(CC1(O)C(=O)N(Cc2ccccc2)c2ccccc21)c1ccncc1 (stereo not given)
12	COCC(=O)N1CCC(Oc2ccc(C(=O)NC3Cc4ccccc4C3)cc2)CC1
13	C[C@H](CO)N1C[C@H](C)[C@@H](CN(C)C(=O)Nc2ccccc2)Oc2ccc(NC(=O)Cn3cnnn3)cc2C1=O
14	CCOC(=O)c1c(C)[nH]c(C(=O)COC(=O)CCNS(=O)(=O)c2ccc(NC(C)=O)cc2)c1C
15	CN(C)CCCNC(=S)NCC(c1ccc(Cl)cc1Cl)c1c[nH]c2ccccc12 (stereo not given)
16	CC(C)n1cnc2cc(NCc3ccccn3)ccc21
assay / compound	9	10	11	12	13	14	15	16
TDP1 inh	6%	3%	3%	0%	0%	0%	13%	9%
N370S GC mod	-7%	-9%	-4%	-15%	/	/	-22%	-4%
FEN1 inhibitor	8%	1%	-9%	-1%	-7%	16%	-17%	10%

17	Cc1cc(C)nc(NC(=S)Nc2ccc(Br)cc2Cl)c1
18	CC(C)C(=O)Nc1ccccc1N1CCN(S(C)(=O)=O)CC1
19	O=C1C(Cl)=C(Nc2ccccc2O)C(=O)N1c1ccccc1
20	O=C(CCC(=O)N1CCN(C2CCCC2)CC1)Nc1nnc(C(F)(F)F)s1
21	CCn1c(/C=N/c2nc3ccccc3n2C)nc2ccccc21
22	O=C(c1ccc(Cl)cc1)c1cc([N+](=O)[O-])ccc1N1CCOCC1
23	CCOc1cc2c3c(c1)C(C)=CC(C)(C)N3C(=O)C2=O
24	Cc1cc(N2CCCCC2)n2ncc(-c3ccccc3)c2n1
assay / compound	17	18	19	20	21	22	23	24
TDP1 inh	5%	0%	6%	2%	5%	5%	7%	/
N370S GC mod	14%	-4%	0%	16%[2.35 µM]	5%	2%	-3%	0%
FEN1 inhibitor	-8%	-7%	0%	-9%	-14%	-19%	-18%	7%

25	Cc1c(C)c2c(c(C)c1O)CC[C@@](C)(CCC[C@@H](C)CCC[C@@H](C)CCCC(C)C)O2
26	O=C(CCN1C(=O)c2ccncc2C1=O)Nc1ccc(F)cc1
27	COc1ccc(-c2cc3cc(OC)c(OC)cc3cn2)cc1
28	CCSc1nnc(NC(=O)CSc2nc3c(c(=O)n2CCOC)SC(C)C3)s1 (stereo not given)
29	CC(=O)NNc1cc(C)nc(N)n1
30	C=CC[C@H]1CC(Cc2ccccc2)=C[C@H](CC=C)N1
31	Cc1cc(NC(=O)Cn2nnc3sc4c(c3c2=O)CCCC4)no1
32	O=C(Cn1cnc2c(OCc3ccccc3)ncnc21)NCCc1c[nH]c2ccccc12
assay / compound	25	26	27	28	29	30	31	32
TDP1 inh	-4%	4%	2%	/	/	4%	0%	1%
N370S GC mod	-6%	-26%	/	18%	-3%	-4%	5%	/
FEN1 inhibitor	/	-2%	-26%	1%	6%	4%	-4%	1%

33	Cc1ccccc1CSc1nnc(-c2ccccn2)n1C
34	Fc1ccccc1-c1nc(-c2ccc(Br)o2)no1
35	COc1ccc(/C=N/OCC(=O)Nc2nc3ccccc3s2)cc1
36	O=C(Cc1ccccc1)Nc1c(C(=O)N2CCOCC2)cnn1-c1ccccc1
37	Cc1ccc(C)c(CN2CCC(CNC(=O)Nc3ccc(C)c(F)c3)CC2)c1
38	Cc1ccc(-c2nc3ccccn3c2Nc2ccccc2C)s1
39	Cc1c(OCc2nn[nH]n2)ccc2c3c(c(=O)oc12)CCCC3
40	CN(C)c1cncc(C(=O)O)c1
assay / compound	33	34	35	36	37	38	39	40
TDP1 inh	4%	/	0%	0%	/	7%	7%	5%
N370S GC mod	10%	-2%	3%	2%	-2%	/	11%	10%
FEN1 inhibitor	-3%	12%	-2%	1%	-2%	2%	-14%	7%

41	COc1ccc([C@@H]2[C@@H]3C(=O)N(C(C)(C)C)C(=O)[C@@H]3[C@]3(Cc4ccc(Cl)cc4)C(=O)N(c4ccc(Br)cc4)C(=O)N23)cc1
42	Cc1cccc(/C=N/NC(=O)C2CCCNC2=O)c1 (stereo not given)
43	COc1ccc(Cl)cc1NC(=O)C(C)N1CCN(c2ccccn2)CC1 (stereo not given)
44	NC(=S)N/N=C1\c2ccccc2-c2c(C(=O)O)cccc21
45	COc1ccsc1C(=O)NCCN1CCOCC1
46	CCCCC(=O)N/N=C/c1ccc(N2CCOCC2)c([N+](=O)[O-])c1
47	O=C(CCCN1C(=O)C(c2ccccc2)Oc2cccnc21)NCc1ccccc1Cl (stereo not given)
48	Cc1cccc(N(CC(=O)N2CCc3ccccc3C2)S(C)(=O)=O)c1C
assay / compound	41	42	43	44	45	46	47	48
TDP1 inh	/	4%	/	1%	2%	5%	2%	/
N370S GC mod	-23%	4%	-4%	-2%	-3%	3%	1%	-10%
FEN1 inhibitor	9%	-6%	7%	-7%	19%	-10%	1%	3%

49	CSc1nc(=O)c2c(n1C)NC(=O)CC2c1ccccc1OC(C)C (stereo not given)
50	CSc1ncccc1C(=O)OCC(=O)N(C)c1c(N)n(Cc2ccccc2)c(=O)[nH]c1=O
51	Cn1nc(C(C)(C)C)c([N+](=O)[O-])c1C(=O)N1CCOCC1
52	COc1ccccc1C(=O)OCc1nc(N)nc(Nc2ccccc2C)n1
53	Cc1nc2cccnc2n1-c1cccc(C(=O)N2CCN(c3cccc(Cl)c3)CC2)c1
54	Cn1c2c(c(=O)n(C)c1=O)CN(Cc1ccco1)CN2
55	CCCCCCCCC1OC1CCCCCCCC(=O)O (stereo not given)
56	CC(C)(C)c1ccc(C(=O)NNc2ncccc2-n2cccc2)cc1
assay / compound	49	50	51	52	53	54	55	56
TDP1 inh	-2%	/	1%	3%	6%	6%	3%	1%
N370S GC mod	/	-1%	-21%	-4%	/	-17%	-6%	21%
FEN1 inhibitor	-15%	3%	-17%	-16%	3%	3%	/	2%

57	Cn1cc(C(=O)Nc2ccc(F)c(F)c2)cn1
58	Cc1ccc2c(c1)C(SCC(=O)NCCc1ccccc1)CC1(CCCC1)O2 (stereo not given)
59	CCOC(=O)c1ccc(NC(=O)Cn2cc(S(=O)(=O)Cc3ccccc3F)c3ccccc32)cc1
60	Cc1c(C(=O)NCc2cccnc2)oc2c1C(=O)CC(C)(C)C2
61	N/C(=N\OCc1ccc([N+](=O)[O-])cc1)c1ccncc1
62	N#Cc1c(N(CCO)CCO)nc(N)c2c(N)nc3c(c12)CC(=O)N3Cc1cccs1
63	CS(=O)(=O)Cc1ccc(C(=O)N2CCN(C(=O)c3cccs3)CC2)cc1
64	CCOc1ccc(CCNC(=O)Cn2c(=O)oc3ccccc32)cc1OCC
assay / compound	57	58	59	60	61	62	63	64
TDP1 inh	4%	1%	4%	1%	0%	5%	1%	-4%
N370S GC mod	-14%	8%	/	-6%	-1%	0%	/	7%
FEN1 inhibitor	-4%	-24%	-25%	-3%	3%	-24%	-4%	7%

65	COc1ccc(CN2CCN(C(=O)c3cccs3)CC2)c(OC)c1OC
66	CCCCNC(=S)NCC(c1ccccc1)c1c[nH]c2ccccc12 (stereo not given)
67	C=CCN(C)NC(=O)Nc1ccccc1
68	CCSc1nnc(NC(=O)CSc2sc3c(O)cc(=O)[nH]c3c2C#N)s1
69	CCCCCCCCCn1c2c(c(=N)c3c1CCC3)CCC2
70	Cc1cccc(C)c1OCCCn1ccnc1
71	CCOC(=O)c1sc2nc(CSc3ccccc3)nc(N3CCCN(C)CC3)c2c1C
72	C[C@H](NC(=O)c1nc[nH]c1C(=O)N1CCN(c2ccccc2)CC1)C(=O)OC(C)(C)C
assay / compound	65	66	67	68	69	70	71	72
TDP1 inh	-2%	/	3%	5%	4%	/	8%	2%
N370S GC mod	6%	-7%	7%	-7%	6%	-11%	?	5%
FEN1 inhibitor	2%	-4%	17%	35µM*	-4%	-1%	-4%	3%

# Four compounds already listed, arranged by SMILES length, rising:
67	C=CCN(C)NC(=O)Nc1ccccc1
66	CCCCNC(=S)NCC(c1ccccc1)c1c[nH]c2ccccc12 (stereo not given)
71	CCOC(=O)c1sc2nc(CSc3ccccc3)nc(N3CCCN(C)CC3)c2c1C
72	C[C@H](NC(=O)c1nc[nH]c1C(=O)N1CCN(c2ccccc2)CC1)C(=O)OC(C)(C)C
assay / compound	67	66	71	72
TDP1 inh	3%	/	8%	2%
N370S GC mod	7%	-7%	?	5%
FEN1 inhibitor	17%	-4%	-4%	3%

# Additional records follow.
73	CCN(CC)CCN1c2ccccc2Sc2ccccc21
74	CCOC(=O)C1=C(N)Oc2cc(C)n(CCc3ccc(OC)c(OC)c3)c(=O)c2C1c1cccnc1 (stereo not given)
75	CN1CCN(C(=O)c2ccc(N(Cc3ccccc3Cl)S(C)(=O)=O)cc2)CC1
76	CCc1cc(=O)oc2c(C)c(OCC(=O)N3CCC(C(=O)O)CC3)ccc12
77	N#C/C(=C\c1cccs1)C(=O)c1ccccc1
78	CCc1cc(Cn2nc(-c3ccccc3C)cc2C(=O)O)on1
assay / compound	73	74	75	76	77	78
TDP1 inh	4%	4%	2%	/	3%	0%
N370S GC mod	-19%	-5%	-2%	3%	4%	/
FEN1 inhibitor	-3%	13%	4%	19%	5%	-5%

# Structures above that contain a Cl atom, in the order listed:
1	CCCCn1c(N)c(N(CCOC)C(=O)c2sc3cc(F)ccc3c2Cl)c(=O)[nH]c1=O
5	CCC(=O)N1N=C(c2ccc(Cl)cc2)CC1c1ccco1 (stereo not given)
7	COc1ccc(/C=C/C(=O)O)cc1Cl
15	CN(C)CCCNC(=S)NCC(c1ccc(Cl)cc1Cl)c1c[nH]c2ccccc12 (stereo not given)
17	Cc1cc(C)nc(NC(=S)Nc2ccc(Br)cc2Cl)c1
19	O=C1C(Cl)=C(Nc2ccccc2O)C(=O)N1c1ccccc1
22	O=C(c1ccc(Cl)cc1)c1cc([N+](=O)[O-])ccc1N1CCOCC1
41	COc1ccc([C@@H]2[C@@H]3C(=O)N(C(C)(C)C)C(=O)[C@@H]3[C@]3(Cc4ccc(Cl)cc4)C(=O)N(c4ccc(Br)cc4)C(=O)N23)cc1
43	COc1ccc(Cl)cc1NC(=O)C(C)N1CCN(c2ccccn2)CC1 (stereo not given)
47	O=C(CCCN1C(=O)C(c2ccccc2)Oc2cccnc21)NCc1ccccc1Cl (stereo not given)
assay / compound	1	5	7	15	17	19	22	41	43	47
TDP1 inh	0%	0%	3%	13%	5%	6%	5%	/	/	2%
N370S GC mod	0%	15%	2%	-22%	14%	0%	2%	-23%	-4%	1%
FEN1 inhibitor	-5%	-13%	-6%	-17%	-8%	0%	-19%	9%	7%	1%

53	Cc1nc2cccnc2n1-c1cccc(C(=O)N2CCN(c3cccc(Cl)c3)CC2)c1
75	CN1CCN(C(=O)c2ccc(N(Cc3ccccc3Cl)S(C)(=O)=O)cc2)CC1
assay / compound	53	75
TDP1 inh	6%	2%
N370S GC mod	/	-2%
FEN1 inhibitor	3%	4%
